Source: PubChem BioAssay (National Center for Advancing Translational Sciences (NCATS))
USP1-UAF1 inh: Inhibitors of USP1/UAF1: Primary Screen; recombinant USP1/UAF1, Ub-Rhodamine cleavage fluorescence; Potency, µM (doses to about 57.1 µM), for the others: at the top dose activity change, negative = inhibition, hits mostly inhibitors; 390,000 tested, 0.23% active; AID 743255, 2014; note: potency is the fitted concentration of half-maximal effect; % is set by controls: 0 for no effect and ±100 for the full control effect; nearly all actives have a fitted effect of over 60% in size; inactives centre near -12
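USP1/UAF1 complex at 1 nM was preincubated with compound for 15 min at room temperature, then Ub-Rho substrate (150nM final) was added. Fluorescence (480/540 nm) was read kinetically, 6 reads every 60 seconds.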
TrxR1 inh: qHTS Assay for Inhibitors of Mammalian Selenoprotein Thioredoxin Reductase 1 (TrxR1): qHTS; recombinant rTrxR1, NADPH fluorescence consumption, selenite substrate; Potency, µM (top dose mostly 114 µM), inactives show top-dose activity change, negative = inhibition, most hits filed as inhibitors; Thioredoxin reductase 1, cytoplasmic (Rattus norvegicus), O89049; AID 588453, 2011; 390,000 tested, 1% active; note: potency is the fitted concentration of half-maximal effect; % is set by controls: 0 for no effect and ±100 for the full control effect; nearly all actives have a fitted effect of over 65% in size
Target sequence (O89049 whole entry, looked up): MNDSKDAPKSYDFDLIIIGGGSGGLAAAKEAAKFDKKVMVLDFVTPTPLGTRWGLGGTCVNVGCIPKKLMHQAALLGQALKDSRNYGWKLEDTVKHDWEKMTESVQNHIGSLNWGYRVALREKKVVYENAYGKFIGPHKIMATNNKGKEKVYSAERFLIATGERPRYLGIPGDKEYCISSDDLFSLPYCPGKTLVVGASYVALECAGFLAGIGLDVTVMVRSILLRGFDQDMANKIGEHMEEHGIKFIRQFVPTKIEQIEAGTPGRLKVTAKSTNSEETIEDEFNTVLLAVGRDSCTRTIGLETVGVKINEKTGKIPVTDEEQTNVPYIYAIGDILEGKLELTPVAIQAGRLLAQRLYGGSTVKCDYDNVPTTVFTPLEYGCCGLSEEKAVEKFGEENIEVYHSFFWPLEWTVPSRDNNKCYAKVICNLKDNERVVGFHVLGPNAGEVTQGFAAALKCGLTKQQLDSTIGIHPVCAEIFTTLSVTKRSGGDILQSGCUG
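Rat TrxR1 (90 nM in the dispensed reagent) was pre-reduced with 400 uM NADPH for 5 min at room temperature, then incubated with compound for 15 min. After 400 uM selenite was added, NADPH fluorescence (Ex 340/Em 450 nm) was followed for 8 min.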
Glioma ERSR ind: qHTS for Inducers of the Endoplasmic Reticulum Stress Response (ERSR) in Human Glioma: qHTS; U87-MG GRP78 promoter luciferase reporter, 16 h; Potency, µM, without a hit: at the highest dose activation, hits mostly activators; 420,000 tested, 0.02% active; note: potency is the fitted concentration of half-maximal effect; series mostly up to about 76 µM; % of control where 0% means no effect; nearly all actives have a fitted effect of over 35% in size
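Stably transfected U87-MG human glioma cells carrying a GRP78-based luminescent sensor were seeded at 1000 cells/well, pin-dosed with compounds and incubated 16 h. Luciferase reagent was then added, and end-point luminescence was read after 10 min at room temperature.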
Vif-APOBEC3G blk: qHTS for Inhibitors of Vif-A3G Interactions: qHTS; AID 602310, 2012; HeLa A3G-eYFP + Vif (tagged APOBEC3G with the HIV-1 protein that degrades it), YFP fluorescence, overnight; 410,000 tested, 0.076% active; Potency, µM (top dose mostly 46.1 µM), for the others: at the top dose activity, negative = active, hits mostly inhibitors; DNA dC->dU-editing enzyme APOBEC-3G (Homo sapiens), Q9HC16;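 note: potency is the fitted concentration of half-maximal effect; % is set by controls: 0 for no effect and ±100 for the full control effect; nearly all actives have a fitted effect of over 60% in size; hits raise eYFP signal because A3G escapes Vif-driven loss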
Target sequence (Q9HC16 whole entry, looked up): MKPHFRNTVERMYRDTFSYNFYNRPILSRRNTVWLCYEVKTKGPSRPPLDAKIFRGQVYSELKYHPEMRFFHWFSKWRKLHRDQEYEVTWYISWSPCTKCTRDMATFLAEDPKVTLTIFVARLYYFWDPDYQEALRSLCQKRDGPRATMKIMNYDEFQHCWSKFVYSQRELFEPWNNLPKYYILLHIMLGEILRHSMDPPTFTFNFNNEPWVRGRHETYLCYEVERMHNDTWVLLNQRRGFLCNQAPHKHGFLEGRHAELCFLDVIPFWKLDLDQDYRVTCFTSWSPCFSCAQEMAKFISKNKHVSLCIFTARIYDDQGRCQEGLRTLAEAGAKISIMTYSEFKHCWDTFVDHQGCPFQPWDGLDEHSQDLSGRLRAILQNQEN
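Read-out is eYFP fluorescence (Ex 488/Em 500-530) from Vif-expressing HeLa A3G-eYFP cells; more signal means A3G escaped Vif-mediated degradation. Cells plated overnight, compound pinned in, incubated overnight at 37 deg C.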
LDHA inh: qHTS assay for inhibitors of human lactate dehydrogenase | L-lactate dehydrogenase A chain (Homo sapiens), P00338 | 480,000 tested, 0.15% active | activity change, % (values are at about 110 or 230 µM) | purified LDHA, NADH/diaphorase-resazurin fluorescence; hits give low values; in the data active = activity change below about -30%; inconclusive = mostly about -25% to -30%;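 note: plate controls were DMSO wells for no effect and wells without enzyme for full effect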
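Human LDH5 (2 nM) was incubated with 0.06 mM NADH and 0.2 mM pyruvate for 5 min at room temperature in Tris pH 7.4. Remaining NADH was coupled through diaphorase/resazurin, and resorufin fluorescence was read at 0 and 20 min.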
Vif-A3F inh: qHTS for Inhibitors of Vif-A3F Interactions: qHTS; Potency, µM (series often up to 46.1 µM), for inactives: at the highest dose activity, negative = active; HeLa A3F-eYFP + Vif (tagged APOBEC3F with the HIV-1 protein that degrades it), YFP fluorescence increase; 390,000 tested, 0.2% active; note: potency is the fitted concentration of half-maximal effect; % of control where 0% means no effect; nearly all actives have a fitted effect of over 65% in size
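HeLa cells stably expressing Vif plus C-terminally eYFP-tagged A3F were seeded, incubated overnight at 37 deg C, dosed with compound, incubated overnight again at 37 deg C. Yellow fluorescence (Ex 488/Em 500-530) reported blocked Vif-mediated A3F-eYFP degradation.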
TrxR1 substrate: qHTS Assay for Substrates of Mammalian Selenoprotein Thioredoxin Reductase 1 (TrxR1): qHTS. Thioredoxin reductase 1, cytoplasmic (Rattus norvegicus), O89049. purified TrxR1 substrate turnover, NADPH consumption readout. Potency, µM (doses to about 114 µM), inactives show top-dose activity change, negative = substrate turnover. 390,000 tested, 0.01% active. AID 588456, 2011; note: potency is the fitted concentration of half-maximal effect; % is set by controls: 0 for no effect and ±100 for the full control effect; nearly all actives have a fitted effect of over 50% in size
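Rat TrxR1, dispensed at 90 nM, was prereduced with 400 uM NADPH (final) for 5 min at ~22 deg C, then incubated with compound 15 min before 400 uM selenite. A first-read NADPH fluorescence drop versus no-compound background flagged substrates.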
RGS4 inhibitor: Inhibitors of Regulator of G Protein Signaling (RGS) 4: qHTS; Regulator of G-protein signaling 4 (Homo sapiens), P49798; Transcreener GDP fluorescence polarization, RGS4-accelerated GTP hydrolysis; Potency, µM (series often up to 114 µM), for inactives: at the top dose activity change, negative = inhibition, hits mostly inhibitors; 390,000 tested, 0.039% active; AID 504845, 2011; note: potency is the fitted concentration of half-maximal effect; % is set by controls: 0 for no effect and ±100 for the full control effect; nearly all actives have a fitted effect of over 75% in size; some results filed as inactive show a strong effect at the top dose
Target sequence (P49798 whole entry, looked up): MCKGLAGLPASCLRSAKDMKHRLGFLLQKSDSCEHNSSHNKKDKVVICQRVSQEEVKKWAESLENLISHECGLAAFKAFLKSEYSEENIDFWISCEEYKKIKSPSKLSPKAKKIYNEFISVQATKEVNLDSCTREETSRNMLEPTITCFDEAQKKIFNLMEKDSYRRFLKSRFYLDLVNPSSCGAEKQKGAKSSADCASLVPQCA
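MLSMR compounds (23 nl, pin-transferred) preincubated 10 min at room temperature with a 500nM (2x) first reagent, then RGS4 at 900nM (2x) plus Transcreener GDP mix added; fluorescence polarization (620/688 nm) read before and after 90 min at 30 °C.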
mIDH1 inhibitor: qHTS for Inhibitors of mutant isocitrate dehydrogenase 1 (IDH1): qHTS. Isocitrate dehydrogenase [NADP] cytoplasmic (Homo sapiens), O75874. IDH1-R132H enzyme, NADPH consumption, diaphorase/resazurin fluorescence. Potency, µM (series often up to 76.6 µM), inactives show at the highest dose activity change, negative = inhibition, usual class: inhibitors. 390,000 tested, 0.093% active. AID 602179, 2012; note: potency is the fitted concentration of half-maximal effect; % is set by controls: 0 for no effect and ±100 for the full control effect; nearly all actives have a fitted effect of over 65% in size
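IDH1-R132H (0.5 ug/mL dispensed) in pH 7.5 Tris buffer was preincubated 30 min with compound, then given a substrate mix of 0.016 mM NADPH and 2 mM alpha-KG for 80 min at room temperature; remaining NADPH was read by diaphorase/resazurin fluorescence.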
Numbers without * were called inactive; & = joins results of further samples; [ ] = remark or other dose. Unless noted, calls come from the whole dose curve; as a rule, active = well fitted curve in the direction sought with a large enough effect; inconclusive = small, poorly fitted or top-dose-only effect, or another doubt; inactive = no such curve, though single readings can be large; an effect the other way counts as inactive or inconclusive. Only part of the results is shown (hit frequency here may not be typical).

Results for COc1ccc(C2CC(c3cc(Br)ccc3F)n3nnnc3N2)cc1 (stereo unspecified) ?
USP1-UAF1 inh: -15%; TrxR1 inh: -2%; Glioma ERSR ind: -1%; Vif-APOBEC3G blk: -4%; LDHA inh: 8; Vif-A3F inh: -4%; TrxR1 substrate: -4%; RGS4 inhibitor: -17%; mIDH1 inhibitor: 5%

What do the screens show for `FC(F)Sc1ccc(NC(=S)N2CCN(c3ccccn3)CC2)cc1`?
USP1-UAF1 inh: -19%; TrxR1 inh: 15%[57.1 µM]; Glioma ERSR ind: -4%; Vif-APOBEC3G blk: 0%; LDHA inh: -1; Vif-A3F inh: 3%; TrxR1 substrate: -9%; RGS4 inhibitor: -1%; mIDH1 inhibitor: 3%

What do the screens show for `COc1cc(NC(=O)c2ccnc(N)c2)cc(C(=O)Nc2cccc(C(F)(F)F)c2)c1`?
USP1-UAF1 inh: -21%; TrxR1 inh: 7%[57.1 µM]; Glioma ERSR ind: -1%; Vif-APOBEC3G blk: -7%; LDHA inh: 1; Vif-A3F inh: -3%; TrxR1 substrate: 7%[57.1 µM]; RGS4 inhibitor: -22%; mIDH1 inhibitor: 0%

How did CN1CCC(N(C)S(=O)(=O)c2ccc(C(C)(C)C)cc2)CC1 do in these assays?
USP1-UAF1 inh: 4%; TrxR1 inh: 13%; Glioma ERSR ind: 4%; Vif-APOBEC3G blk: 6%; LDHA inh: -5; Vif-A3F inh: -7%; TrxR1 substrate: 1%; RGS4 inhibitor: 15%; mIDH1 inhibitor: 4%

What do the screens show for `COC(=O)C(CCC(C(=O)OC)N1C(=O)c2ccccc2C1=O)N1C(=O)c2ccccc2C1=O` (stereo unspecified)?
USP1-UAF1 inh: -15%; TrxR1 inh: -11%[11.4 µM]; Glioma ERSR ind: -3%; Vif-APOBEC3G blk: 0%; LDHA inh: 1; Vif-A3F inh: 9%; TrxR1 substrate: 1%[11.4 µM]; RGS4 inhibitor: 13%; mIDH1 inhibitor: 4%

What do the screens show for `COc1ccc(OC)c(CNC(=O)CCC(=O)N2Cc3ccccc3Oc3ncccc32)c1`?
USP1-UAF1 inh: -22%&-23%; TrxR1 inh: 20%&12%; Glioma ERSR ind: -8%&0%; Vif-APOBEC3G blk: -1%&-2%; LDHA inh: -3&-4; Vif-A3F inh: 1%&-2%; TrxR1 substrate: 8%&6%; RGS4 inhibitor: 11%[11.4 µM]; mIDH1 inhibitor: -10%&-9%

What do the screens show for `Cn1nnnc1SCCNCc1ccccc1OCc1ccccc1`?
USP1-UAF1 inh: -5%; TrxR1 inh: -13%; Glioma ERSR ind: -3%; Vif-APOBEC3G blk: 1%; LDHA inh: -5; Vif-A3F inh: -1%; TrxR1 substrate: -9%; RGS4 inhibitor: 0%; mIDH1 inhibitor: 2%

What do the screens show for `CCCOC(=O)CSC1=C(C#N)C(c2ccccc2OCC)C(C#N)C(=O)N1` (stereo unspecified)?
USP1-UAF1 inh: -9%; TrxR1 inh: -25%; Glioma ERSR ind: -3%; Vif-APOBEC3G blk: -2%; LDHA inh: -19; Vif-A3F inh: 0%; TrxR1 substrate: -14%; RGS4 inhibitor: -11%; mIDH1 inhibitor: inconclusive

How did C[C@@H](NC(=O)[C@@H]1Cc2ccccc2CN1C(=O)OC(C)(C)C)C(=O)NCc1ccco1 do in these assays?
USP1-UAF1 inh: -10%; TrxR1 inh: -8%; Glioma ERSR ind: 0%; Vif-APOBEC3G blk: 1%; LDHA inh: -1; Vif-A3F inh: 5%; TrxR1 substrate: -3%; RGS4 inhibitor: 20%; mIDH1 inhibitor: 10%

What do the screens show for `COc1ccc(NC(=O)CS(=O)CC(=O)Nc2ccc(NC(C)=O)cc2)cc1` (stereo unspecified)?
USP1-UAF1 inh: 1%; TrxR1 inh: 11%[57.1 µM]; Glioma ERSR ind: -4%; Vif-APOBEC3G blk: -1%; LDHA inh: -2; Vif-A3F inh: 12%; TrxR1 substrate: 5%; RGS4 inhibitor: 15%; mIDH1 inhibitor: 6%

What do the screens show for `O=C(Nc1nnc(-c2cc(Cl)ccc2Cl)o1)C1=COCCO1`?
USP1-UAF1 inh: -3%; TrxR1 inh: -8%[57.1 µM]; Glioma ERSR ind: 0%; Vif-APOBEC3G blk: -1%; LDHA inh: 1; Vif-A3F inh: -3%; TrxR1 substrate: -6%[57.1 µM]; RGS4 inhibitor: -26%; mIDH1 inhibitor: 0%

What do the screens show for `CCn1cc(S(=O)(=O)c2cc(C)cc(C)c2)c(=O)c2cc(F)c(N3CCCCC3)cc21`?
USP1-UAF1 inh: inconclusive; TrxR1 inh: 35%; Glioma ERSR ind: -4%; Vif-APOBEC3G blk: 1%; LDHA inh: -6; Vif-A3F inh: 5%; TrxR1 substrate: 21%; RGS4 inhibitor: 1%; mIDH1 inhibitor: -10%

What do the screens show for `COC(=O)c1cc2sccc2n1Cc1nc(-c2ccc(OC)cc2)oc1C`?
USP1-UAF1 inh: 9%; TrxR1 inh: -17%; Glioma ERSR ind: -4%; Vif-APOBEC3G blk: -7%; LDHA inh: 2; Vif-A3F inh: -11%; TrxR1 substrate: 0%; RGS4 inhibitor: 0%; mIDH1 inhibitor: 2%

What do the screens show for `Cc1ccc2cc(CCNC(=O)c3cccc([N+](=O)[O-])c3)c(=O)[nH]c2c1C`?
USP1-UAF1 inh: -8%; TrxR1 inh: -5%; Glioma ERSR ind: -4%; Vif-APOBEC3G blk: 0%; LDHA inh: 1; Vif-A3F inh: -2%; TrxR1 substrate: -5%[57.1 µM]; RGS4 inhibitor: -10%; mIDH1 inhibitor: 3%

Results for CCCCCCCN1CCC(=O)N(CCO)CC1 ?
USP1-UAF1 inh: -1%; TrxR1 inh: -7%[57.1 µM]; Glioma ERSR ind: -1%&0%; Vif-APOBEC3G blk: 0%&3%; LDHA inh: -4; Vif-A3F inh: 0%; TrxR1 substrate: -3%[57.1 µM]; RGS4 inhibitor: -16%; mIDH1 inhibitor: -6%

What do the screens show for `CC(C)C[C@@H](CN1CCC[C@@H]1CN1C(=O)C(=O)NC[C@@H]1Cc1ccccc1)N1C[C@H](Cc2ccc(O)cc2)N(CC2CCCCCC2)C(=O)C1=O`?
USP1-UAF1 inh: -26%; TrxR1 inh: 12%; Glioma ERSR ind: 8%; Vif-APOBEC3G blk: -3%; LDHA inh: 1; Vif-A3F inh: -16%; TrxR1 substrate: 1%; RGS4 inhibitor: 5%; mIDH1 inhibitor: 28µM*

How did Cc1ccc(S(=O)(=O)Cc2ccc(C(=O)N3CCN(c4cc(C)ccc4C)CC3)o2)cc1 do in these assays?
USP1-UAF1 inh: -4%; TrxR1 inh: inconclusive; Glioma ERSR ind: -2%; Vif-APOBEC3G blk: inconclusive; LDHA inh: 1; Vif-A3F inh: -2%; TrxR1 substrate: -1%[57.1 µM]; RGS4 inhibitor: 0%; mIDH1 inhibitor: 2%

What do the screens show for `O=C(c1ccc2c(c1)OCO2)C1CCCN(Cc2c(F)ccc(F)c2F)C1` (stereo unspecified)?
USP1-UAF1 inh: -15%; TrxR1 inh: 16%; Glioma ERSR ind: -1%; Vif-APOBEC3G blk: -1%; LDHA inh: -1; Vif-A3F inh: 1%; TrxR1 substrate: 2%; RGS4 inhibitor: -7%; mIDH1 inhibitor: 6%

What do the screens show for `CC[C@]12c3[nH]c4cc(CCC(=O)N(C)C)ccc4c3CCN1C(=O)[C@@H](CC(=O)NCc1cccc(C(F)(F)F)c1)C[C@@H]2C(=O)N1CCN(C(=O)C2CC2)CC1`?
USP1-UAF1 inh: -16%; TrxR1 inh: 13%; Glioma ERSR ind: -1%; Vif-APOBEC3G blk: 0%; LDHA inh: -3; Vif-A3F inh: 3%; TrxR1 substrate: 4%; RGS4 inhibitor: 9%; mIDH1 inhibitor: 3%

What do the screens show for `CC(C(=O)NCc1ccccc1)N1CCN(c2ccc(F)cc2)CC1` (stereo unspecified)?
USP1-UAF1 inh: -12%; TrxR1 inh: 17%; Glioma ERSR ind: -5%; Vif-APOBEC3G blk: -7%; LDHA inh: -2; Vif-A3F inh: 0%; TrxR1 substrate: 0%; RGS4 inhibitor: 11%; mIDH1 inhibitor: -10%

What do the screens show for `CC(C)Nc1nc(Cl)nc(NNC(=O)C(C)Oc2ccccc2)n1` (stereo unspecified)?
USP1-UAF1 inh: -10%; TrxR1 inh: -7%; Glioma ERSR ind: -8%; Vif-APOBEC3G blk: -1%; LDHA inh: 3; Vif-A3F inh: 0%; TrxR1 substrate: -10%; RGS4 inhibitor: -31%[56.9 µM]; mIDH1 inhibitor: 5%
